Assay outcomes (PubChem BioAssay)
SSB-PriA inh: blocks PriA binding to SSB C-terminal tail; AlphaScreen SSBct-PriA binding, biotinylated peptide; AID 1272365; inhibition, % at 33 µM; 0.6% of 430,000 active; in the data active = inhibition mostly above about 37%, no sharp cut-off; inactive = mostly below about 20%;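 note: plate controls were negative control peptide for no effect and reference peptide for full effect; strong numbers were not always called active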
An asterisk follows results filed as active; & = joins results of further samples. Not all compounds are listed. The share of hits here may be higher or lower than overall.

SMILES | SSB-PriA inh
O=C(Cc1c(F)cccc1Cl)NCCc1ccsc1 | 4
O=C1c2oc3ccc(F)cc3c(=O)c2[C@@H](c2ccncc2)N1CCN1CCOCC1 | -19
COC(=O)C(=O)C=C(O)c1c(C)cc(C)cc1C | -1
O=C(NCC(O)Cn1ccccc1=O)c1nc2ccccc2s1 (configuration not stated) | 2
COc1ccc(S(=O)(=O)Nc2ccc3c(c2)C(=O)N(C)CCO3)c(C)c1 | 4
CCCC(CCC)C(=O)Nc1ccc(-c2nc3cccnc3s2)cc1 | -18
O=C(Cn1cccn1)N1CCN(C(=O)c2cnn3ccccc23)CC1 | -13
O=C(CSc1nc2c(cnn2-c2cccc(Cl)c2)c(=O)[nH]1)N1CCCC1 | -2
COc1ccc(C=NNC(=O)c2ccc(=O)[nH]n2)cc1O | -6
O=C(c1ccc(S(=O)(=O)N2CCCC2)cc1)N1CC(n2cc(-c3ccccc3)nn2)C1 | -8
Cc1nc2ccc(NC(=O)c3cc([N+](=O)[O-])cc([N+](=O)[O-])c3)cc2c(=O)n1-c1ccccc1 | 6
O=C(CSc1nc(-c2ccccc2)c(-c2ccccc2)o1)N1CCCC1 | 9
FC(F)(F)c1ccc(CSc2ncnc3ccccc23)cc1 | -12
COC(=O)c1sc2ccccc2c1NC(=O)Cc1cccc2ccccc12 | -2
CSc1ccc(-c2noc(-c3ccc(CS(=O)(=O)c4ccc(C)cc4)o3)n2)cc1 | -13
O=C(NCC1CCC(c2nc3ccccc3[nH]2)CC1)c1cnccn1 (configuration not stated) | -39
O=c1[nH]nc(SCc2nc(-c3cccc(C(F)(F)F)c3)no2)n2nc(-c3cccs3)cc12 | -8&-2
CCOc1ccc(-c2cc(=O)n(CC(=O)Nc3ccc(Cl)cc3Cl)cn2)cc1 | -9
CC(=O)C(C[N+]1(C)CCCCC1)=NO | 6
COc1ccccc1-c1cc(C(=O)N2CCC(Oc3ccc(C(F)(F)F)cn3)CC2)[nH]n1 | 4
Cc1nc(N2CCC(C)CC2)c2c(C)c(C(=O)Nc3ccc(Br)cc3C)sc2n1 | 11
Cc1nnc2sc(SCc3ccc([N+](=O)[O-])cc3)nn2c1=O | -11
O=C(Nc1ccc2c(c1)OCO2)N1CC(Oc2nc3c(C(F)(F)F)cccc3s2)C1 | 5
CCOC(=O)Cc1csc(NC(=O)CN2CCC(c3nnc(C(C)C)o3)CC2)n1 | -8
CCOC(=O)NCCS(=O)(=O)N1CCN(c2ccccc2)CC1 | -9&8

The list continues:
SMILES | SSB-PriA inh
O=C(NCCC1=CCCCC1)c1n[nH]nc1-c1ccccc1 | -24
Cc1ccc(S(=O)(=O)N2CCC(C(=O)Nc3ccc4sccc4c3)CC2)cc1 | -5
CC(C)NC(=O)CC(=O)NN=Cc1ccccc1F | -15
O=c1c(-c2ccc(Br)cc2)c(C(F)(F)F)oc2cc(O)ccc12 | 18
CC(=NNc1ccc(C(F)(F)F)cn1)c1ccncc1 | 5
CCOC(=O)C1CCN(C(=O)c2nnn(-c3ccccc3OC)c2-c2ccccn2)CC1 | -18
Cc1nn(-c2ccccc2)c(C)c1C=NNC(=O)c1cc(C23CC4CC(CC(C4)C2)C3)[nH]n1 | -2
O=C(NCCCS(=O)(=O)N1CCN(c2ccccn2)CC1)c1cc2ccccc2o1 | -4
Cc1cc(C)cc(N2C(=O)CC(C3CCCC=C3N3CCOCC3)C2=O)c1 (configuration not stated) | 4
O=S(=O)(NCc1ccsc1)c1cc(Cl)ccc1Cl | -14
Cc1noc(C2CCN(C(=O)CCCc3ccccc3)CC2)n1 | 5
O=S(=O)(NCC#CCOc1cccc(C(F)(F)F)c1)c1cccs1 | -101
O=C1NC(=S)NC(=O)C1=Cc1cccs1 | -4
CC(=CC(=O)c1cccnc1)Nc1ccc(C(=O)O)cc1 | 0
O=C(CCS(=O)(=O)c1ccccc1)NCC[C@H](O)C1CCOCC1 | -3
CC(C)(C)n1nc2c(c1NC(=O)c1cccs1)CSC2 | -16
Cc1occc1C(=O)NN=CC1=C(N2CCOCC2)/C(=C\c2ccc(Cl)cc2)CC1 | 3
CC(C)Oc1ccc(-c2noc(CN3C(=O)COc4cc(Cl)ccc43)n2)cc1 | -29
COc1ccc(CCNC(=O)Nc2ccccc2-c2cn3ccccc3n2)cc1 | 8
Cc1ccc(NC(=O)Cn2c(C)cc(C)c(-c3nc(-c4ccc(F)cc4)no3)c2=O)cc1Cl | -9
COc1ccc(OC)c(S(=O)(=O)N2CCN(c3ccc4nncn4n3)CC2)c1 | 0
O=C(Nc1ccc(N2CCCCS2(=O)=O)cc1)c1ccc2c(c1)OCO2 | 2
COC(=O)CN[C@@H](c1ccc(Cl)cc1)c1ccccc1N | 5
CCOc1ccc(NC(=O)c2cccc([N+](=O)[O-])c2)c([N+](=O)[O-])c1 | 11
CCOc1ccc(-c2nnc3ccc(SCC(=O)NCc4ccc5c(c4)OCO5)nn23)cc1 | -15

Gathered by group: those above with bromine (two)
SMILES | SSB-PriA inh
Cc1nc(N2CCC(C)CC2)c2c(C)c(C(=O)Nc3ccc(Br)cc3C)sc2n1 | 11
O=c1c(-c2ccc(Br)cc2)c(C(F)(F)F)oc2cc(O)ccc12 | 18

Other records
SMILES | SSB-PriA inh
O=C(NCCc1ccccc1)N1C2C=CCC1CC2 (configuration not stated) | -13
CC(=O)N1CCc2c(sc(NC(=O)c3ccnn3C)c2C(N)=O)C1 | -1
Cc1ccc(S(=O)(=O)N2CCCC2C(=O)N(CC2CCCO2)c2nc3c(C)cccc3s2)cc1 (configuration not stated) | 1
CCOC(=O)c1cnn2ccc(NC(=O)c3cc4cccc(OC)c4o3)cc12 | 6
CCOc1ccc(-c2cc3c(=O)n(CC(=O)NCCc4ccccc4)ncn3n2)cc1 | -10
O=C(NCc1ccco1)c1csc2nc(-c3ccccc3)cn12 | 8
C=CCON=CC1C(=O)CC(C)(C)CC1=O | -8
O=C(CN1CCCCC1)NN=Cc1cccc(Cl)c1 | -8
CCN(CC)CCN1C(=O)C(=O)C(=C(O)c2c(C)[nH]c(C(=O)OC)c2C)C1c1cccnc1 (configuration not stated) | -16
CN(CCCCC(=O)C=NO)Cc1ccccc1 | -17
Cc1ccc(C)c2sc(NC(=O)COc3ccccc3)nc12 | 9
CCCCS(=O)(=O)NCCc1nc(C)cc(C(F)(F)F)n1 | -13
CCOC(=O)CCC(=O)Nc1c(C)nc2sccn2c1=O | 2
COc1ccc(CC(C)=NNC(=O)c2cccnc2)cc1 | 7
CCC(C)(C)c1ccc(OCCCC(=O)Nc2ccc(Cl)c(NC(=O)CC(=O)C(C)(C)C)c2)c(C(C)(C)CC)c1 | -8&1
CCOC(=O)c1ccc(NC(=O)CSc2c(-c3ccccc3)[nH]c3ccccc23)cc1 | 12
COc1cn2c(cc1=O)C(=O)N(CCNC(=O)COc1ccccc1C)CC2 | -2
CCOC(=O)[C@H](Oc1ccc2c(=O)c(Oc3ccccc3OC)c(C)oc2c1)c1ccccc1 | -2
O=C(Nc1c(C(=O)Nc2ccc(F)cc2)oc2cccnc12)c1ccccc1C(F)(F)F | 10
O=C(Cc1cc(-c2ccc(Cl)cc2)on1)Nc1ccc2c(c1)OCCO2 | 1
COc1ccc(CCNC(=O)N2CCCCC(c3ccc(F)cc3)C2)cc1 (configuration not stated) | -13
CC1CCCN(S(=O)(=O)c2ccc(C(=O)N(CCN(C)C)c3nc4cc5c(cc4s3)OCCO5)cc2)C1 (configuration not stated) | 31
O=S(=O)(Cc1ccccc1)NCCN1CCN(c2ccc(F)cc2)CC1 | 4
O=C(NC1CCCC1)c1nnc2n(c1=O)CCN2c1ccccc1 | -11
COc1c2c(cc3c1[C@H](CC(=O)c1ccc(-c4ccc(F)cc4)o1)N(C)CC3)OCO2 | -7

Fetched by compound from the entries so far (2):
SMILES | SSB-PriA inh
CCOC(=O)CCC(=O)Nc1c(C)nc2sccn2c1=O | 2
CCN(CC)CCN1C(=O)C(=O)C(=C(O)c2c(C)[nH]c(C(=O)OC)c2C)C1c1cccnc1 (configuration not stated) | -16

The main list resumes; the 7 compounds before the break are reprinted first.
SMILES | SSB-PriA inh
O=C(Nc1c(C(=O)Nc2ccc(F)cc2)oc2cccnc12)c1ccccc1C(F)(F)F | 10
O=C(Cc1cc(-c2ccc(Cl)cc2)on1)Nc1ccc2c(c1)OCCO2 | 1
COc1ccc(CCNC(=O)N2CCCCC(c3ccc(F)cc3)C2)cc1 (configuration not stated) | -13
CC1CCCN(S(=O)(=O)c2ccc(C(=O)N(CCN(C)C)c3nc4cc5c(cc4s3)OCCO5)cc2)C1 (configuration not stated) | 31
O=S(=O)(Cc1ccccc1)NCCN1CCN(c2ccc(F)cc2)CC1 | 4
O=C(NC1CCCC1)c1nnc2n(c1=O)CCN2c1ccccc1 | -11
COc1c2c(cc3c1[C@H](CC(=O)c1ccc(-c4ccc(F)cc4)o1)N(C)CC3)OCO2 | -7
CCOC(=O)c1ccc(NC(=O)c2c3c(nn2C2CCS(=O)(=O)C2)CCC3)cc1 (configuration not stated) | -24
O=c1c2nc(N3CCOCC3)sc2c(-c2ccco2)nn1Cc1ccc(C(F)(F)F)cc1 | 5
COc1ccc(N2CC(C(=O)NN=Cc3ccc([N+](=O)[O-])cc3)CC2=O)cc1 (configuration not stated) | 2
COc1ccc(CCNC(=O)N(Cc2ccoc2)Cc2cccs2)cc1 | 7
CCOc1ccc(-c2cc(=O)n(CC(=O)N3CCN(Cc4ccccc4)CC3)cn2)cc1 | -3
COc1cccc(CN2CC(=O)N(Cc3ccc(Cl)cc3)c3ccccc3S2(=O)=O)c1 | -16&-15
Cn1c(=O)[nH]c(=S)c2nc(-c3ccc(F)cc3)cnc21 | 1
COc1ccc(Cl)cc1NC(=O)c1nnn(CC(=O)Nc2cccc(C)c2C)c1N | -18
O=C(C(=O)N1CCC2(CC1)OCCO2)c1cn(CC(=O)N2CCOCC2)c2ccccc12 | -5
CC(C)N1CCC(CNS(=O)(=O)c2cc(Cl)ccc2Cl)CC1 | -6
COc1cc(C=NN2CCOCC2)ccc1OCc1ccccc1 | -3
COC(=O)CS[C@H]1CCN(C(=O)c2ccc(-n3cccc3)cc2)C1 | -2
COc1cccc(C(N)=NOC(=O)Cc2ccccc2[N+](=O)[O-])c1 | 4
COc1ccc(-c2ccc(C#N)c(SCC(N)=O)n2)cc1 | 12
O=C(Nc1cnc(-n2ccnc2)nc1)Nc1ccccc1F | -18
O=C(O)C1Cc2[nH]cnc2C(c2ccccc2)N1 (configuration not stated) | -5&-3
CC(=NNC(=O)c1nnn(-c2nonc2N)c1-c1ccc2c(c1)OCO2)c1cccs1 | 6
CCOC(=O)c1[nH]c2ccccc2c1N | -4
CCC12CN3CCN(CC(C3)C1=NNC(=O)c1ccc(Cl)cc1)C2 | -9
C=CCN1C(=O)C(C)(C)COc2cc(NC(=O)Cc3ccc(F)cc3)ccc21 | -9&18
O=C(CS(=O)(=O)Cc1ccccc1)N(Cc1ccco1)c1nc2c(F)cc(F)cc2s1 | -34&-3
COc1ccc(-c2cc(-c3ccccc3)c3cc(Cl)ccc3n2)cc1OC | -11&7
Cc1ccc(N2CC(C(=O)NCCc3nc(C4CC4)cc(C(F)(F)F)n3)CC2=O)cc1C (configuration not stated) | -6
O=C1c2ccc([N+](=O)[O-])cc2C(=O)N1CN1CCOCC1 | -9
Cn1cccc1Cc1nnc(SCC(=O)Nc2ccc3c(c2)OCO3)n1-c1ccccc1 | 44

Later entries
SMILES | SSB-PriA inh
C=CCSc1nnc(NC(=O)CCCN2C(=O)c3cccc4cccc(c34)C2=O)s1 | -2
O=C(c1ccc(OCc2ccc3ccccc3n2)cc1)N1CCN(c2ccccn2)CC1 | 9&15
CN(C)CC1COCCN1C(=O)c1cc(-c2ccccc2)n[nH]1 (configuration not stated) | -17
O=C(NCCSc1c(-c2ccccc2)[nH]c2ccccc12)c1ccc(-c2ccccc2)cc1 | -7
CCN(CC)CCN1C(=O)C(=O)C(=C(O)c2cccc(OC)c2)C1c1ccccn1 (configuration not stated) | -10
O=C(CSc1nnc2ccccn12)Nc1ccccc1C(F)(F)F | -6
O=C(NC(Nc1ncccn1)C(Cl)(Cl)Cl)c1ccco1 (configuration not stated) | 4
Cn1c(N=Cc2c(O)ccc3ccccc23)nc2ccccc21 | 19
CON(C)C(=O)C1CN(C(=O)c2cccs2)C1 | -15
Oc1c(Cl)cc(Cl)cc1C=Nc1nc(-c2ccc(Cl)cc2)cs1 | -14
Fc1ccc(NC(=S)NN=Cc2ccc(F)c(F)c2)c(F)c1 | -10
CSc1ccccc1C(=O)Nc1ccc2sccc2c1 | 10
Cc1ccc(-c2cc(C(=O)NN=Cc3cnn(C)c3C)c3ccccc3n2)cc1C | -5
CCc1nc(SCC(=O)c2ccc3c(c2)OCO3)c2c3c(sc2n1)CCC3 | -2
O=C(CCCn1nc(-c2ccc(Cl)cc2)ccc1=O)Nc1cccc(C(F)(F)F)c1 | -8
Cc1cccc(NC(=O)CSc2ccc3ccccc3n2)c1 | -20
O=C(Nc1nc2c(s1)CCCC2C(=O)NCc1cccs1)c1ccc(Cl)cc1 (configuration not stated) | 0
Cc1nnc(NC(=O)Cn2c(-c3ccccn3)nc3ccccc32)s1 | -14
Cc1n[nH]c(C)c1CCC(=O)N1CC[C@H](Oc2nccnc2C#N)C1 | -1
CSC1CC2CCC(C1)N2C(=O)c1ccc(F)cc1 (configuration not stated) | -15
CCS(=O)(=O)NCC1CCN(c2cnccn2)CC1 | -3
Cc1cn2c3c(=O)n(C/C=C/c4ccccc4)c(=O)n(C)c3nc2n1C1CCCC1 | 6
O=C(O)C1(S(=O)(=O)c2ccccc2)CC1 | 13

Exported in CSV form: part of the list above
Structure,SSB-PriA inh
CON(C)C(=O)C1CN(C(=O)c2cccs2)C1,-15
O=C(CSc1nnc2ccccn12)Nc1ccccc1C(F)(F)F,-6
Cc1cccc(NC(=O)CSc2ccc3ccccc3n2)c1,-20
O=C(CCCn1nc(-c2ccc(Cl)cc2)ccc1=O)Nc1cccc(C(F)(F)F)c1,-8
